NCOA3 inh = SRC3 coactivator transcriptional activity inhibitors, primary screen, cell-based, luminescence. Nuclear receptor coactivator 3 (Homo sapiens), Q9Y6Q9. HEK293 GAL4-SRC3 luciferase reporter. inhibition, % at 3.6 µM. 360,000 tested, 0.17% active. AID 588352, 2011;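 active means inhibition above a per-campaign cutoff, the mean of all compounds plus 3 SD, cut at about 60% in these data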;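 further: 0% = DMSO-treated cells and 100% = gossypol-treated cells at 36 µM; higher means less SRC3-driven luciferase light from the GAL4 reporter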
LRH-1 inv ag = LRH-1 (NR5A2) inverse agonists, primary screen, cell-based, luminescence, HEK293T, StAR-luciferase reporter; Nuclear receptor subfamily 5 group A member 2 (Homo sapiens), O00482; LRH-1 transfected, 24 h; inhibition, % at 3.6 µM; 360,000 tested, 0.13% active;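 active means inhibition above the mean inhibition of all tested compounds plus 3 SD, cut at about 73% in these data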;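 further: 0% = DMSO wells and 100% = reporter-only cells lacking LRH-1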
NOD2 RIPK2 PPI = NOD2-RIPK2 binding disruptors in cells, primary screen, fluorescence, CHO cells, BLA complementation. Receptor-interacting serine/threonine-protein kinase 2 (Homo sapiens), O43353. CCF4 ratio. inhibition, % at 4.98 µM. 360,000 tested, 0.38% active. AID 624267, 2012; in the data active means inhibition above about 21%;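 further: 0% = vehicle only and 100% = reference blocker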
Target sequence (O43353 whole entry, looked up): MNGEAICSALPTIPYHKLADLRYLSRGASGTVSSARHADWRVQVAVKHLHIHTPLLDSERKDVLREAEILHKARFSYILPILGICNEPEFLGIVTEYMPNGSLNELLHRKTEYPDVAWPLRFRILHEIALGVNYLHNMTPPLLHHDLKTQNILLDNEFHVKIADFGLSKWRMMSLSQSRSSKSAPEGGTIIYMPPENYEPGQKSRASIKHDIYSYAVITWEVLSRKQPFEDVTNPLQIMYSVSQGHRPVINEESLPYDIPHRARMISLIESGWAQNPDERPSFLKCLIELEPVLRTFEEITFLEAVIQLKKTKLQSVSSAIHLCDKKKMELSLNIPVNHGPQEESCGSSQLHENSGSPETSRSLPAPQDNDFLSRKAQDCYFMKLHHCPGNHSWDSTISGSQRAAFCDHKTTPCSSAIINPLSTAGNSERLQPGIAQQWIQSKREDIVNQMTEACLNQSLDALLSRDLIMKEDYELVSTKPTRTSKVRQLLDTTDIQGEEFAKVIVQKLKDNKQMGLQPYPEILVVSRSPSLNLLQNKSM
C8 TRAIL sens = viability loss with TRAIL in NB7+C8 cells, primary screen, TRAIL sensitizer project, cell-based, ATPlite luminescence. inhibition (viability loss, TRAIL sensitization), % at 10 µM. 360,000 tested, 1% active;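 active means compounds causing at least 50% loss of cell viability in the single-dose screen, relative to plate controls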
LMP1 NFkB inh = EBV LMP1-driven NF-kappaB luciferase reporter inhibitors, primary screen, cell-based, luminescence, single point. LMP1-induced NF-kappaB luciferase reporter cells. inhibition, % at 12.5 µM. 350,000 tested, 0.69% active. AID 504558, 2011; in the data active means inhibition above about 41%;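 further: 0% = neutral control wells and 100% = reference inhibitor control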
NR2F2 inh = NR2F2 transcriptional activity inhibitors, primary screen, cell-based, luciferase reporter, HEK293T, luminescence; HEK293T NGFI-A luciferase reporter; COUP transcription factor 2 (Homo sapiens), P24468; inhibition, % at 8.6 µM; 370,000 tested, 0.7% active;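 active means inhibition above a per-plate cutoff, mean inhibition of test wells between control levels plus 3 SD, cut at about 38% in these data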;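 further: cells cotransfected with COUP-TFII expression vector driving the NGFI-A reporter; 0% = median of COUP-TF2 test wells and 100% = reporter-only cells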
Target sequence (P24468 whole entry, looked up): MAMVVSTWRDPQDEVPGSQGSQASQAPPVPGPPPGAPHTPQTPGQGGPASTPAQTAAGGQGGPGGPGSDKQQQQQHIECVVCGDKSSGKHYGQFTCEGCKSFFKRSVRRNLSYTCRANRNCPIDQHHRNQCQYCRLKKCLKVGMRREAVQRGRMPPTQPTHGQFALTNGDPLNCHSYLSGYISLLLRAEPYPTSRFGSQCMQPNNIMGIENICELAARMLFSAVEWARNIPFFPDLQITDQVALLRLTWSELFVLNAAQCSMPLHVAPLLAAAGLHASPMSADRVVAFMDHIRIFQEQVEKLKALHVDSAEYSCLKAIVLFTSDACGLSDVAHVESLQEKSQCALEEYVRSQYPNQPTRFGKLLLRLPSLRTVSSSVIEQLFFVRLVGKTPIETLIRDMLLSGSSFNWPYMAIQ
SRC2 inh = inhibition of GAL4-SRC2 driven luciferase reporter, primary screen, SRC2 inhibitor project, cell-based, luminescence; 370,000 tested, 0.17% active; HEK293 GAL4-SRC2 luciferase reporter; Nuclear receptor coactivator 2 (Homo sapiens), Q15596; inhibition, % at 9 µM;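 active means inhibition above the mean inhibition of all tested compounds plus 3 SD, set per campaign, cut at about 52% in these data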;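 further: 0% = DMSO treated cells and 100% = cells given Gossypol at 36 µM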
SRC1 inh = SRC1 coactivator transcriptional activity inhibitors, primary screen, cell-based, luminescence; Nuclear receptor coactivator 1 (Homo sapiens), Q15788; HEK293 GAL4-SRC1 luciferase reporter; inhibition, % at 3.6 µM; 360,000 tested, 0.12% active; AID 588354, 2011;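 active means inhibition above the campaign mean plus 3 SD, with each screening campaign given its own cutoff, cut at about 60% in these data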;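 further: 0% = DMSO treated cells and 100% = gossypol at 36 µM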
TROY NFkB inh = inhibitors of TROY-driven NF-kB signaling, primary screen, Q293 LMP1-TROYcd cells, NF-kB luciferase, uHTS. inhibition, % at 10 µM. Q293 LMP1-TROYcd NF-kB luciferase reporter, 4 h. 360,000 tested, 0.98% active;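 active means compounds whose plate-normalised and pattern-corrected inhibition of the luciferase reporter signal at the single screening dose is 50% or more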
TWEAK-Fn14 inh = inhibitors of TWEAK-Fn14 signaling, primary screen, luciferase reporter cells, uHTS; TWEAK-stimulated Fn14 reporter cells, luciferase luminescence, 8 h; inhibition, % at 10 µM; 360,000 tested, 2% active; in the data active means inhibition above about 50%
TLR9-MyD88 block = inhibitors of TLR9-MyD88 association in cells, primary screen, cell-based, CHO, BLA complementation, fluorescence; Toll-like receptor 9 (Homo sapiens) + Myeloid differentiation primary response protein …; CCF4 FRET ratio; inhibition, % at 4.98 µM; 340,000 tested, 0.21% active;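 active means inhibition above the mean over all tested compounds plus 3 SD, cut at about 21% in these data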;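 further: 0% = DMSO only wells and 100% = clavulanate BLA inhibitor control wells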
The depositor's hits bear a star; x = no result given.

SMILES	NCOA3 inh	LRH-1 inv ag	NOD2 RIPK2 PPI	C8 TRAIL sens	LMP1 NFkB inh	NR2F2 inh	SRC2 inh	SRC1 inh	TROY NFkB inh	TWEAK-Fn14 inh	TLR9-MyD88 block
C=CCn1c(=O)/c(=C/c2cc(OC)c(OC)c(OC)c2)s/c1=C(/C#N)c1nc2ccccc2n1C	-18	6	-10	11	14	17	21	3	0	40	-1
O=C(/C=C/c1ccc(Cl)cc1)Nc1nccs1	-65	-153	0	41	-63	-76	-42	-78	-9	35	11
Cc1noc(C)c1S(=O)(=O)Nc1ccc(C(=O)N2CCN(c3ccc(Cl)cc3)CC2)cc1	23	-1	-2	1	6	4	-25	-27	4	-8	-3
CCOC(=O)c1cc2sccc2n1CC(=O)OC(C)C	11	28	-10	-10	-1	3	1	0	-9	11	3
C#CCNS(=O)(=O)c1ccc(F)cc1Br	11	1	-9	7	-9	18	12	5	-3	-16	-9
CC(NC(=O)COC(=O)CCNC(=O)c1ccco1)C12CC3CC(CC(C3)C1)C2 (stereo not drawn)	-1	21	-1	-14	6	-3	16	-4	-25	-7	-17
CCNC(=O)COC(=O)c1[nH]c(C)c(C(=O)OC)c1C	-26	-26	-13	6	-15	-15	-35	-16	-45	5	-3
N#C/C(=C\c1cn(CCOc2ccccc2)c2ccccc12)C(=O)NCC1CCCO1 (stereo not drawn)	18	-8	-1	19	6	2	-10	8	-26	12	-7
COc1ccccc1C(=O)NCC(=O)Nc1ccccc1	-5	-20	-6	7	2	-12	-20	-44	1	-1	2
COc1ccc(C(=O)NC(=S)Nc2nnn(C)n2)cc1	-35	-40	-2	11	1	3	5	-14	-16	-6	-1
COc1ccc2[nH]c(=O)c(NC(N)=S)nc2c1	2	-11	6	7	1	-17	-1	11	-25	4	3
C=CCN(CC=C)Cc1ccc(C(=O)OC)o1	10	-10	-23	-12	-8	-6	-19	-3	18	6	-5
CCCCCCN1C[C@H](n2cc(COC(=O)c3ccccc3)nn2)[C@@H](O)C[C@@H]1c1ccc(C)cc1	-1	11	-10	-3	0	7	0	13	-2	7	-7
Cc1ccc(NCc2nnc(SCC(=O)Nc3ncc(C)s3)n2Cc2ccco2)c(C)c1	-7	-5	-9	-4	7	-6	-16	11	-19	15	-4
O=C(c1ccoc1)N1CCCC(N2CCN(c3ccc(F)cc3)CC2)C1 (stereo not drawn)	-3	-17	2	-3	-4	8	-5	-10	-9	0	0
Cc1cc(C)n(CCN(C)Cc2nc(Cc3ccccc3F)no2)n1	17	-14	-4	5	1	-7	-4	-15	-8	-3	-9
CN(C)CCNC(=O)c1cc2c(s1)-c1ccc(Cl)cc1SC2	-11	-13	12	97*	3	10	-67	-1	45	105*	6
Cc1ccc(C(=O)COC(=O)CNC(=O)c2cccs2)cc1C	18	2	-6	1	0	9	-18	-6	-19	-25	3
CCN(CC)S(=O)(=O)c1cccc(-n2c(O)c(C=Nc3ccccc3C(=O)O)c3ccccc3c2=O)c1	29	41	-10	-18	58*	47*	37	11	42	53*	-3
Cc1cccc2cc(CN(CCN3CCOCC3)C(=O)NCc3ccccc3)c(=O)[nH]c12	-2	-10	-9	-13	4	-6	-19	-16	-3	-2	-12
COC(=O)c1cccc(N2C(=O)c3cccnc3C2=O)c1	13	-8	2	-17	4	2	22	1	-5	-9	-6
O=C(CN1CCC(O)CC1)N1c2ccccc2C=Cc2ccccc21	-16	7	-18	-10	-1	-2	3	-27	6	7	-1
COc1cccc(NC(=O)CN(C)C(=O)c2c(C)nn(Cc3ccc(C)cc3)c2Cl)c1	0	-10	-3	-1	2	5	-4	2	0	5	-7
Cc1cc(C)c(CSc2ncc(-c3ccc([N+](=O)[O-])cc3)[nH]2)c(C)c1	-10	2	41*	9	-3	10	-3	-5	57*	41	17
CC1=CC(=NOS(=O)(=O)c2ccc(C)cc2)CC(C)(C)C1	-8	-3	-4	-16	x	-1	8	0	7	-2	x
CCC(C)(C)C1CCC(=NNC(=O)c2ccoc2C)CC1 (stereo not drawn)	-60	-144	-3	1	-3	-36	-61	-130	-57	-21	4
CCCCC(=O)Nc1cccc(NC(=O)c2ccc(Br)cc2)c1	14	-12	0	7	1	18	-6	3	-4	-13	-6
CCSc1nsc(NC(=O)Nc2ccccc2F)n1	-79	-115	5	2	3	-44	-42	-60	11	-2	-2
Cc1nnsc1C(=O)Nc1cccc(Cl)c1Cl	0	-8	4	-1	-6	24	-20	3	-4	3	4
Cc1cc(C)c2c(c1)/C(=N\N=c1\sc3ccccc3n1C)C(=O)N2	9	-20	-12	-1	0	-8	5	-24	-27	-64	-3

One compound at a time (already shown). Screens in order: NCOA3 inh	LRH-1 inv ag	NOD2 RIPK2 PPI	C8 TRAIL sens	LMP1 NFkB inh	NR2F2 inh	SRC2 inh	SRC1 inh	TROY NFkB inh	TWEAK-Fn14 inh	TLR9-MyD88 block
Cc1nnsc1C(=O)Nc1cccc(Cl)c1Cl is entered as 0	-8	4	-1	-6	24	-20	3	-4	3	4
Cc1cc(C)n(CCN(C)Cc2nc(Cc3ccccc3F)no2)n1 is entered as 17	-14	-4	5	1	-7	-4	-15	-8	-3	-9
Cc1cc(C)c2c(c1)/C(=N\N=c1\sc3ccccc3n1C)C(=O)N2 is entered as 9	-20	-12	-1	0	-8	5	-24	-27	-64	-3

Next results.
SMILES	NCOA3 inh	LRH-1 inv ag	NOD2 RIPK2 PPI	C8 TRAIL sens	LMP1 NFkB inh	NR2F2 inh	SRC2 inh	SRC1 inh	TROY NFkB inh	TWEAK-Fn14 inh	TLR9-MyD88 block
COc1cc2c(cc1OC)C(c1ccccc1)N(C(=O)c1cccc(S(C)(=O)=O)c1)CC2 (stereo not drawn)	22	12	-10	1	-25	15	2	5	-6	-26	6
O=C(NCSc1ccnc(SCNC(=O)c2ccccc2)n1)c1ccccc1	5	25	4	-11	4	13	-9	-11	8	-8	-9
NC(=O)c1ccc(NC(=O)CS(=O)(=O)c2cn(CC(=O)N3CCCC3)c3ccccc23)cc1	1	2	-9	-21	2	-2	-15	-7	2	-14	1
Cc1nn2cc(-c3ccc(N)cc3)nc2s1	-64	-41	-11	16	-9	-7	6	-99	-32	20	-2
CCCCCCn1nc(C(=O)N(CCCC)c2c(N)n(CCC)c(=O)[nH]c2=O)c2ccccc2c1=O	-11	-9	-1	-3	8	5	-11	2	-14	7	10
c1ccc(CCc2ccccn2)cc1	-5	17	-12	-7	-2	2	-40	-1	-8	9	-9
COc1ccc(N2C(=O)c3ccccc3NC23CCC(C)CC3)cc1 (stereo not drawn)	-60	-89	-4	14	-8	-47	-44	-55	-43	1	-10
CCOC(=O)C1=CCC(c2ccccc2Cl)N(S(=O)(=O)c2ccc(C)cc2)C1 (stereo not drawn)	-27	-14	-5	5	x	-14	24	-8	5	12	x
Cc1cc(C(=O)OCCN2C(=O)c3ccccc3C2=O)c2ccccc2n1	14	-1	9	-4	-7	-7	-16	10	21	15	-6
COc1ccc(-c2csc(Nc3ccc(S(=O)(=O)Nc4cc(C)on4)cc3)n2)cc1C	1	-45	-8	0	5	14	8	-1	27	-12	8
COC(=O)C1=C(C)N(c2ccc(OC)cc2)C(C)=C(C(=O)OC)C1c1ccc(OC)cc1	0	-22	0	-6	x	8	8	-11	-1	-4	x
Cc1cc(C)cc(C(=O)OCC(=O)Nc2cccc(S(=O)(=O)NC3=NCCCCC3)c2)c1	8	-3	-5	-9	2	-13	19	20	10	7	-2
CNS(=O)(=O)c1cccc(C(=O)OCC(=O)Nc2cc(F)ccc2F)c1	4	1	-3	-5	2	14	5	7	-1	1	-2
CC(C)N1C(=O)CSC1c1ccc(Br)cc1 (stereo not drawn)	-8	12	3	-10	-4	-11	18	-16	-5	4	-2
CC(C)(C)c1nc2cc(Cl)c([N+](=O)[O-])cc2o1	-5	10	-15	7	-1	9	-14	-2	-12	-13	0
CCOC(=O)c1cnc2ccc(C)cc2c1N(C)Cc1ccccc1	-1	4	-2	-12	8	2	-11	-2	1	-33	-10
COc1cccc(-c2nnc(SC(C(=O)c3c[nH]c4ccccc34)c3ccccc3)n2C)c1 (stereo not drawn)	14	9	-9	4	8	7	8	-20	25	51*	-10
CN(C)CCNc1ccc2nnn3c4ccc(O)cc4c(=O)c1c23	16	56	-1	16	-4	-17	-33	51	-12	-55	-7
O=C(Cn1cc([N+](=O)[O-])ccc1=O)NCC1COc2ccccc2O1 (stereo not drawn)	-1	-6	3	-1	6	0	5	3	14	-4	4
COc1ccc(C2NC(=S)NC3=C2CCCC3=C2SCCS2)cc1 (stereo not drawn)	16	-21	-2	-14	-23	21	-38	-38	4	-115	-1
CCOc1cccc(/C=C(\C#N)C(=O)NC2CC2)c1	25	2	3	-11	1	11	11	2	-37	-27	5
O=C(CC1C=Cc2ccccc2N1C(=O)c1ccccc1)c1ccccc1 (stereo not drawn)	-26	20	-13	17	-7	23	6	-14	2	7	4
NC(=O)c1ccc(NS(=O)(=O)c2ccccc2F)cc1	17	-7	-5	-4	7	4	7	-6	5	2	0
CC(C)C(=O)NC(=S)Nc1ccc(S(=O)(=O)Nc2nccs2)cc1	10	0	-6	4	8	-5	7	-11	-1	6	-4
Cc1cc(OC(=O)c2ccccc2)n(CCC#N)n1	12	8	2	4	4	2	22	-2	-2	0	-3
CC1CCCN(S(=O)(=O)Cc2ccc(Cl)cc2)C1 (stereo not drawn)	-13	10	-2	5	6	-1	3	-4	-24	13	-8
Cc1ccc([N+](=O)[O-])cc1NC(=O)c1cccnc1	-11	6	-8	-8	-5	14	4	8	12	16	-3
COc1ccccc1/C=C1\SC(=S)N(CCC(=O)NNC(=O)c2ccccc2OC)C1=O	9	11	-7	0	-14	-6	19	11	44	46	-3
CCOc1ccc2nc(N3CCCC(C(=O)NCCCN4CCOCC4)C3)sc2c1 (stereo not drawn)	-41	-55	-8	28	-6	-7	-9	-27	-33	4	7
O=C(CN1CCCN(Cc2ccc(F)cc2Cl)C1=O)NC1CCCCCC1	19	-1	-3	6	-1	10	24	-10	-14	-27	-33
S=C1NCN(CCc2ccccc2)CN1	9	13	0	9	9	14	16	-7	-11	1	x
CCn1c(=O)cc(OCC(=O)NC(C)c2ccc3c(c2)OCCO3)c2ccccc21 (stereo not drawn)	5	0	-10	-29	12	-9	1	-12	0	9	-2
COc1cc2c(cc1OC)C(=O)NCC(C)(C)O2	-5	8	-1	-19	1	3	-26	-4	33	3	6

Only part of the results is shown; rates above refer to the full screens.
